Screening results (PubChem BioAssay)
All columns: NCI-60 one-dose screen, growth in % after 48 h at 10 µM unless noted; 100 = growth as untreated, 0 = no growth, -100 = all killed.
SF-539 – SF-539 CNS cancer | hit rate 6.8% among 81,000
UO-31 – UO-31 renal cancer | hit rate 5.2% among 81,000 | AID 1794768
U251 – U251 CNS tumor cells; AID 1794753; hit rate 5.4% among 80,000
TK-10 – TK-10 renal cancer cells; hit rate 3.9% among 81,000; AID 1794769
DU-145 – DU-145 prostate cancer | hit rate 4.2% among 81,000 | AID 1794760
PC-3 – PC-3 prostate cancer cells. hit rate 3.9% among 80,000
SF-295 – SF-295 CNS cancer cells. hit rate 5.6% among 79,000
SN12C – SN12C renal cancer cells; hit rate 3.8% among 81,000
786-0 – 786-0 renal cancer cells | hit rate 5.1% among 81,000
An asterisk follows results filed as active; nt = no result given; & = joins results of further samples; [ ] = dose if it differs, or a comment. The calls were made as follows: active = growth percent below 10; inactive = the rest.

SMILES	SF-539	UO-31	U251	TK-10	DU-145	PC-3	SF-295	SN12C	786-0
C/C=C/[C@H](O)[C@H](O)/C=C/c1cccc(OC)c1CO	101	88	109	87	106	78	105	101	101
COc1cc(C2SC(C)C(=O)N2NC(=O)C(O)(c2ccccc2)c2ccccc2)cc([N+](=O)[O-])c1O (stereo not drawn)	100	96	112	131	112	114	250	100	90
CCCCCCCCCCCCCCCCCCNc1nc2ccccc2s1	91	70	93	124	118	78	107	102	104
C=C(C)[C@@H]1CC[C@]2(C(=O)NCCCCCN(CCCN)CCCN)CC[C@]3(C)[C@H](CC[C@@H]4[C@@]5(C)CC[C@H](O)C(C)(C)[C@@H]5CC[C@]43C)[C@@H]12	74[100 µM]	76[100 µM]	85[100 µM]	93[100 µM]	101[100 µM]	63[100 µM]	93[100 µM]	92[100 µM]	85[100 µM]
COc1cc(CNS(=O)(=O)c2ccc(C)cc2)ccc1OCc1cn(-c2ccc(C#N)cc2)nn1	97	67	102	132	105	96	101	104	112
CN(C)CCN1C(=O)c2cccc3c(-c4ccc(-c5nc6c7ccccc7c7ccccc7c6[nH]5)cc4)ccc(c23)C1=O	93	97	96	105	102	88	105	97	18
CC1=NN(c2cccc(Cl)c2)C(=O)/C1=C\c1ccccn1	116	82	116	118	121	113	118	92	113
CC(C)(C)OC(=O)C(c1ccccc1)c1ccccc1	92	87	98	nt	109	96	97	100	96
CCCOC(=O)c1ccc(C)cc1	113	102	99	100	115	101	110	105	101
CC(C)(C)c1cc(-c2nc3ccc(N4CCN(CCO)CC4)cc3[nH]2)cc(C(C)(C)C)c1O	55	72	16	88	71	58	98	86	52
O=C1/C(=C/c2ccc(O)cc2)COc2ccc(O)cc21	98	87	80	115	104	94	107	97	109
COc1cc(O)c(C(C)=O)c(OC)c1	111	82	109	93	117	98	114	97	101
CCCCSCC(=O)c1ccccc1	98	85	97	86	103	82	105	103	100
Cc1ccccc1N1CCN(C(=O)c2cccnc2)CC1	105	74	101	102	122	99	108	98	100
O=C(NNC(=O)c1ccc2ccccc2c1)c1ccc(Cl)c(Cl)c1	108	107	97	101	103	106	91	85	98
O=C1OCC/C1=C\NCCCCCCCCN/C=C1\CCOC1=O	111	90	92	102	108	94	93	101	104
COC(=O)c1nc(N)nc(C(=O)OC)c1C(=O)c1ccc(F)cc1	103	92	102	109	111	104	101	103	108
CCN(CC)S(=O)(=O)c1ccc2[nH]c(=O)cc(C(=O)Nc3ccc(OC)cc3OC)c2c1	133	108	108	115	157	105	98	108	107
CCN(CC)c1ccc(/C=N/NC(=O)c2ccc(S(C)(=O)=O)cc2)c(O)c1	4.0*	-1.7*	21	31	25	49	21	31	15
COc1ccc(N2C(=O)N(c3ccc(C)cc3)C(=N)C2=S)cc1	106	76	87	110	106	80	95	85	98

Profiles from above:
Profile of `CC(C)(C)OC(=O)C(c1ccccc1)c1ccccc1` → SF-539: 92; UO-31: 87; U251: 98; TK-10: nt; DU-145: 109; PC-3: 96; SF-295: 97; SN12C: 100; 786-0: 96
Profile of `C=C(C)[C@@H]1CC[C@]2(C(=O)NCCCCCN(CCCN)CCCN)CC[C@]3(C)[C@H](CC[C@@H]4[C@@]5(C)CC[C@H](O)C(C)(C)[C@@H]5CC[C@]43C)[C@@H]12` → SF-539: 74[100 µM]; UO-31: 76[100 µM]; U251: 85[100 µM]; TK-10: 93[100 µM]; DU-145: 101[100 µM]; PC-3: 63[100 µM]; SF-295: 93[100 µM]; SN12C: 92[100 µM]; 786-0: 85[100 µM]

The list continues.
SMILES	SF-539	UO-31	U251	TK-10	DU-145	PC-3	SF-295	SN12C	786-0
CCCCCCCCc1ccc(C(=O)Nc2ccc(C)c(OP(=O)(O)O)c2)cc1	93	62	92	107	101	91	91	95	84
CS(=O)(=O)c1ccc(C(=O)N/N=C/c2c[nH]c3ccccc23)cc1	88	73	97	106	106	96	101	94	100
O=C1C=CC(Nc2ccc(Cl)c(Cl)c2)C1Nc1ccc(Cl)c(Cl)c1 (stereo not drawn)	79	nt	91	125	82	69	84	78	87
Cc1ccc(S(=O)(=O)NCCC(CC(C)c2cc3ccccc3o2)OCc2ccccc2)cc1 (stereo not drawn)	100	92	106	101	109	98	101	101	102
O=C1NC(=NC(=O)c2ccccc2)S/C1=C/c1cccs1	104	85	97	110	99	95	98	98	95
O=c1c2ccccc2nc(SCc2n[nH]c(=S)n2-c2ccccc2)n1CCc1ccccc1	102	71	89	131	106	71	88	97	108
CCOC(=O)C(NC=O)C(=O)OCC	98	94	101	93	111	93	93	nt	105
CCN(CC)c1ccc(C(=C2C=CC(=[N+](CC)CC)C=C2)c2cc(O)c(S(=O)(=O)O)cc2S(=O)(=O)O)cc1	104&91	105	105&103	107&94	117&109	93&88	111&109	110&97	115&93
O=C(NCCO)Nc1ccc(-c2nc(N3CCOCC3)c3cccn3n2)cc1	0.9*	-18*	18	-23*	11	9.7*	-23*	5.4*	-5.6*
c1ccc(-c2nn[nH]n2)c(-c2ccc(Cn3ccnc3)cc2)c1	nt	85	106	131	110	103	106	101	113

Quoted at random: 4 entries already listed, in no set order.
SMILES	SF-539	UO-31	U251	TK-10	DU-145	PC-3	SF-295	SN12C	786-0
Cc1ccc(S(=O)(=O)NCCC(CC(C)c2cc3ccccc3o2)OCc2ccccc2)cc1 (stereo not drawn)	100	92	106	101	109	98	101	101	102
c1ccc(-c2nn[nH]n2)c(-c2ccc(Cn3ccnc3)cc2)c1	nt	85	106	131	110	103	106	101	113
O=C(NCCO)Nc1ccc(-c2nc(N3CCOCC3)c3cccn3n2)cc1	0.9*	-18*	18	-23*	11	9.7*	-23*	5.4*	-5.6*
CS(=O)(=O)c1ccc(C(=O)N/N=C/c2c[nH]c3ccccc23)cc1	88	73	97	106	106	96	101	94	100

The list goes on.
SMILES	SF-539	UO-31	U251	TK-10	DU-145	PC-3	SF-295	SN12C	786-0
CN[C@@H](C)C(=O)N[C@H]1CCS[C@H]2CC(C)(C)[C@@H](C(=O)N[C@H]3c4ccccc4C[C@H]3OCC#CC#CCO[C@@H]3Cc4ccccc4[C@@H]3NC(=O)[C@H]3N4C(=O)[C@@H](NC(=O)[C@H](C)NC)CCS[C@H]4CC3(C)C)N2C1=O	-44*	98	100	130	101	102	87	98	99
Oc1ccc(NC(=S)Nc2ccccc2)cc1	100	140	96	136	115	99	91	106	83
NC(C(=O)O)C1=CCC=CC1 (stereo not drawn)	108	80	nt	106	104	104	91	105	102
CC1=CC(C)(C(Cl)(Cl)Cl)C(C)=C/C1=N/O (stereo not drawn)	111	79	103	106	110	96	87	96	118
O=C1C(=O)N(CCCCn2cc(Cn3c4ccccc4c4ccccc43)nn2)c2ccccc21	96	54	nt	116	96	64	83	94	110
Cc1ccc(/C=C2\Oc3ccc(O)c(-c4ccccc4)c3C2=O)cc1	96	49	97	101	64	65	101	71	85
c1ccc(Oc2cccc3ccccc23)cc1	100	84	95	81	106	93	96	100	91
COc1ccc(-c2ccc(C)n2-c2ccc(OC)cc2)cc1	83	51	80	101	97	70	nt	78	71
CCCCCCCCCCCCCCCC(=O)OC[C@H](CSC[C@H](NC(C)=O)C(=O)N[C@@H](CO)C(=O)OC)OC(=O)CCCCCCCCCCCCCCC	100	77	105	121	93	66	98	100	100
CC(C)c1oc2ccccc2c1C(=O)c1cc(I)c(O)c(I)c1	104	83	92	113	111	97	116	98	nt
COc1ccc(-c2cn(-c3ccc(Cl)c(Cl)c3)c(=S)[nH]2)cc1	86	91	58	89	96	89	74	71	70
O=C(CCl)c1ccc2c(c1)Nc1ccccc1S2	85&92	81&98	92&98	95	104&104	104&93	96&95	94&104	79&64
CCOc1ccc(N=C=S)cc1	104	97	nt	112	111	98	93	106	98
CC(C)c1cc(C(=O)O)c(O)c(C(C)C)c1.CC(C)c1cc(C(=O)O)c(O)c(C(C)C)c1.[Mn]	105	86	98	106	108	98	107	101	101
C#CCN(C)CCCOc1ccc(N(CC)C(=O)c2cc(C(C)C)c(O)cc2O)cc1Cl	6.4*	8.1*	1.3*	11	1.4*	13	-2.8*	-52*	22
CCC[n+]1ccc(SCC(=O)n2ccc3ccccc32)c2ccccc21	103	74	93	155	101	94	100	105	109
O=C1/C(=C\C=C/c2ccccc2)SC(=S)N1CCc1ccc(O)cc1	93	63	96	125	104	96	104	90	105
N#Cc1c2c([nH]c(=O)c1C#N)/C(=C/c1cccnc1)CC2	97	93	103	93	108	103	94	107	100
CCN(CC)CCCC(C)Nc1c2ccccc2nc2c(Cl)cccc12 (stereo not drawn)	48	59	54	44	42	53	40	42	45
O=c1[nH]c(N2CCc3ccccc3C2)nc2scc(-c3ccccc3)c12	93	94	100	nt	99	87	97	95	95
CC1CCC(=O)N1c1ccc(N)cc1 (stereo not drawn)	100	94	97	95	105	94	102	106	106
COc1cccc(Sc2ccc([N+](=O)[O-])c3no[n+]([O-])c23)c1	95	-22*	nt	60	67	59	96	74	nt
COc1ccccc1-c1ccc2nc(Nc3cc(N4CCN(CCO)CC4)nc(C)n3)sc2c1	91	81	96	92	100	80	99	95	82
COc1ccc(CC(=O)N2CCN(C(=O)Nc3ccc(S(N)(=O)=O)cc3)CC2)cc1	93	91	101	101	106	99	101	95	100
COC(=O)[C@H](C(C)C)n1c(=O)c2cc(OC)c(OC)cc2c2cnc3[nH]ccc3c21	9.3*	22	nt	51	51	29	25	44	53
O=C(C[N+](=O)[O-])c1ccc(Cl)cc1	104	90	107	109	111	97	111	107	99
CCOC(=O)C(Nc1ccccc1)C(=O)OCC	111	75	109	107	122	88	nt	99	110
Cc1ccc(S(=O)(=O)N2CCc3ccc(O)c4c3C2CCc2ccccc2-4)cc1 (stereo not drawn)	105	68	102	111	106	95	104	100	100
COC(=O)c1ccccc1Cl	94	94	97	97	106	97	92	105	102
O=C(c1nc2ccccc2[nH]1)C1C(c2ccc(Cl)cc2)C2CC3CCCC[C@H]3N2[C@@]12C(=O)Nc1cc(Cl)ccc12 (stereo partly drawn)	61	20	49	46	62	32	33	48	48
COc1cccc(-c2cc(-c3cc4cc(Br)ccc4oc3=O)nc(N)n2)c1	92	nt	107	95	108	nt	105	94	104
CCN(CC)S(=O)(=O)c1ccc(NC(=O)C(Cl)Cl)cc1	97	85	93	82	99	103	97	106	102
COc1cccc(/C=N/NC(=O)c2cnn3c2NC(c2ccccc2)C3)c1Oc1ccccc1 (stereo not drawn)	84	77	84	94	90	72	63	104	80
N#CC1OC(COC(=O)c2ccccc2)C(O)C1O (stereo not drawn)	103	100	nt	108	115	103	103	102	105
Cc1ccc(Nc2nc(N)nn2Cc2cccc(Br)c2)cc1	67	32	67	73	73	41	49	57	73
O=C(Nc1ccc(F)cc1)c1ccccc1	99	94	102	96	104	108	93	102	100
Cc1cc2c(cc1C)[n+](Cc1ccc3ccccc3c1)cn2Cc1ccc2ccccc2c1	-93*	-57*	-92*	-88*	-89*	-84*	-81*	-87*	-89*
Cc1[nH]c(C(=O)N2CCOc3ccc(S(=O)(=O)N4CCOCC4)cc32)c2c1C(=O)CCCC2	90	77	85	100	102	101	93	97	90
O=c1[nH]c(CN2CCN(c3ccccc3F)CC2)nc2sc3c(c12)CCC3	99	95	104	-3.4*	109	102	144	100	96
CC1(C(Cl)(Cl)Cl)C=CC(=NO)C=C1 (stereo not drawn)	99	66	99	118	114	85	102	97	93
O=C1S/C(=C\c2ccco2)C(=O)N1Cc1cc2ccccc2nc1Cl	101	89	106	94	102	100	93	99	102
Cc1nn(-c2ccccc2)c(N2CCOCC2)c1/C=N/NC(=O)Cn1c(=O)sc2ccccc21	100	88	100	97	110	96	103	110	101
CC1=C(c2cc(-c3ccc(N(C)C)cc3)c(C#N)c(=O)[nH]2)C(c2ccccc2)NC(=S)N1 (stereo not drawn)	108	72	106	103	106	88	104	100	98
COc1ccc(-c2c(C#N)c(-c3cccs3)nc3c2c(-c2ccccc2)nn3-c2ccccc2)cc1	91	94	97	98	92	86	95	89	100
COc1ccc(OC)c(-c2nc3ccc(C(=O)NN4C(=O)c5ccccc5C4=O)cc3[nH]2)c1	98	94	99	118	105	97	96	nt	101
CC(=O)c1c(C)nc(-c2cc(C)cc(Cl)c2)nc1-c1cccc(Oc2ccccc2)c1	86	85	76	94	86	53	77	80	70
C=C(C)[C@@H]1CCC=C2CC[C@]3(C)[C@H](CC[C@@H]4[C@@]5(C)CC=CC(C)(C)[C@@H]5CC[C@]43C)[C@H]21	112	102	108	101	105	86	110	110	102
CCCCOc1ccc(C(=O)OCCN(C)C)cc1N	97	90	88	108	111	82	102	nt	112
Cc1cc(Nc2ccc3ccccc3c2)n2ncnc2n1	101	86	100	112	112	94	80	99	102
COc1cc(CCNc2cnc3cc(N)cc(N)c3n2)cc(OC)c1	123	91	104	116	118	118	116	107	101
Remaining list, next part.
SMILES	SF-539	UO-31	U251	TK-10	DU-145	PC-3	SF-295	SN12C	786-0
CCN(CC)CCNc1ccc(OC)c2cccnc12	99	82	101	126	106	89	92	92	104
C=CC[N+](C)(C)Cc1nc(C#N)c(N(C)C)o1	103	87	95	95	117	106	96	89	95
CC(=O)OC[C@@]1(C)C2CC[C@]3(C)C(CC=C4C5CC(C)(C)CC[C@]5(C(=O)Nc5ccccc5)CC[C@]43C)[C@@]2(C)C[C@@H](OC(C)=O)[C@@H]1OC(C)=O (stereo partly drawn)	42	33	40	53	45	28	20	nt	46
COc1ccc(NC(=O)Nc2ccc(OCc3cccc(OC)c3)cc2)cc1	85	88	107	100	106	96	112	96	105
COc1ccc2c(c1)c(-c1nc(N)nnc1-c1c[nH]c3ccc(F)cc13)cn2C	85	36	86	41	103	84	88	85	59
C=C(C)[C@@H]1CC[C@]2(C)[C@H](CC=C3[C@@H]4CC(C)(C)CC[C@]4(C(=O)OC)CC[C@]32C)[C@@]1(C)CC/C(N)=N/O	65	40	-82*	68	75	27	34	36	67
